Screening data: PubChem, National Center for Advancing Translational Sciences (NCATS)
HCV inh: HCV inhibition | AID 651820 | Potency, µM (titrated, usually from 41.8 µM), for the others: top-dose activity change, negative = inhibition, most hits filed as inhibitors | Huh7.5.1 HCVcc-Cre infection, luciferase reporter, 44 h | 3.4% of 340,000 active
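Compounds are dispensed onto cells plated 4 h earlier at 1,000 per well, with HCVcc-Cre virus (about 0.5 moi) added next. Following 44 h of culture, luminescent signal is measured for 15 sec after 15 min with substrate at room temperature.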
Pf growth 48h: P. falciparum growth inhibition at 48 hours (one generation). P. falciparum luciferase growth in erythrocytes, 48 h. Potency, µM (series often up to 28.7 µM), for the others: top-dose activity change, negative = inhibition, hits mostly inhibitors. 5.9% of 310,000 active
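A one-generation exposure of luciferase-tagged malaria parasites in RPMI 1640/Albumax erythrocyte culture, 37 C and 5% CO2. Inhibition is inferred from decreased luminescence after adding detection reagent.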
Pf growth 96h: P. falciparum growth inhibition at 96 hour, primary screen for plastid delayed-death inhibitors. P. falciparum luciferase reporter growth, 96 h. Potency, µM (doses to about 28.7 µM), for inactives: at the top dose activity change, negative = inhibition, hits mostly inhibitors. AID 504834. 6.9% of 320,000 active
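Cell-based qHTS: luciferase-tagged P. falciparum in erythrocytes (2% hematocrit, 0.05% parasitemia final) incubated with compounds for 96 hours, 37 C, 5% CO2; luciferase detection reagent then added and luminescence measured.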
LmPK inh: blocks Leishmania mexicana pyruvate kinase activity | Q27686 | purified LmPK, Kinase-Glo ATP luminescence, 1 h | Potency, µM (doses to about 57.5 µM), for the others: at the highest dose activity change, negative = inhibition, hits mostly inhibitors | 0.37% of 290,000 active
Target sequence (Q27686 whole entry, looked up): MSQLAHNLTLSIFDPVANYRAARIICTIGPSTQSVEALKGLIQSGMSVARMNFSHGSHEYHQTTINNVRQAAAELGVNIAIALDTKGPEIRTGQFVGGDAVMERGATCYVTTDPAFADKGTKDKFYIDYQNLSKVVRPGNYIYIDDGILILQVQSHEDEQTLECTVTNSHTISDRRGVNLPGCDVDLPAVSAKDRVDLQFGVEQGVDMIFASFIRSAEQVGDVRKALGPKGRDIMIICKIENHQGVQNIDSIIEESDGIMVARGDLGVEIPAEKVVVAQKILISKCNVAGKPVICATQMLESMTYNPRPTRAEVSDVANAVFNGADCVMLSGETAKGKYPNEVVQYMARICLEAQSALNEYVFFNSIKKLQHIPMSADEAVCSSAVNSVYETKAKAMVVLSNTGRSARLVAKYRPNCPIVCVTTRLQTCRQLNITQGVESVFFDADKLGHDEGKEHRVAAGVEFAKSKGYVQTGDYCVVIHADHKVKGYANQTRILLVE
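Pyruvate kinase activity monitored as ATP production (luciferase luminescence). Conditions: 0.1 nM enzyme, 0.5 mM PEP, 0.1 mM ADP, 1 h, RT; normalized against uninhibited and no-enzyme wells.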
Sm TGR block: S. mansoni TGR enzyme inhibition; purified TGR, DTNB reduction, TNB absorbance 405 nm; Q962Y6; Potency, µM (highest dose often 114 µM), inactives show top-dose activity change, negative = inhibition, usual class: inhibitors; 3% of 360,000 active; note: nearly all actives have a fitted effect of over 60% in size
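Kinetic colorimetric format: TGR-catalysed, NADPH-driven DTNB reduction monitored via TNB absorbance. Enzyme dispensed at 20 nM; compound exposure 15 min at room temperature before reaction start.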
TbPYK inhibitor: T. brucei pyruvate kinase inhibition. Q57TT1. TbPYK enzyme, Kinase-Glo Plus ATP luminescence, 45 min. Potency, µM (highest dose often 76.8 µM), without a hit: at the top dose activity, negative = inhibition, actives largely listed as inhibitors. 0.12% of 410,000 active; note: nearly all actives have a fitted effect of over 50% in size
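Luminescence from Kinase-Glo Plus, added after a 45-minute room-temperature reaction, served as the end-point read-out. The enzyme and substrate were preincubated with compound before ADP (130 uM final) initiated turnover. Concentration-effect curves came from normalized qHTS data.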
An asterisk follows results filed as active; & = joins results of further samples; [ ] = another dose, or the depositor's remark. Calls come from the whole dose curve; as a rule, active = well fitted curve in the direction sought with a large enough effect; inconclusive = small, poorly fitted or top-dose-only effect, or another doubt; inactive = no such curve, though single readings can be large; an effect the other way counts as inactive or inconclusive. % is set by controls: 0 for no effect and ±100 for the full control effect; potency is the fitted concentration of half-maximal effect. No enrichment for hits; any-hit rate near 16%.

`CC(C)n1c(NCc2cc(Cl)ccc2O)nc2ccccc21` gave HCV inh inconclusive, Pf growth 96h 26%, LmPK inh 1%, Sm TGR block -22% and TbPYK inhibitor 5%.
For Cn1c(/C=C/N2CCOCC2)c(C(=O)c2ccc(Br)cc2)c(=O)n(C)c1=O the results were HCV inh 3%, Pf growth 48h 5%, LmPK inh 5%, Sm TGR block 0% and TbPYK inhibitor 0%.
Screening CCC(C)[C@H](NC(=O)[C@@H]1Cc2ccccc2CN1)C(=O)NCc1ccc(OC)cc1 (stereo not given in full) returned HCV inh 1%, Pf growth 48h -5%, Pf growth 96h -14%, LmPK inh -5%, Sm TGR block 8% and TbPYK inhibitor 7%.
Screening COCc1cc([C@@H]2C[C@H]3CN(c4ccccc4)C(=O)[C@]34CCCN24)ccc1OC returned HCV inh 8%, Pf growth 48h 10µM*, Pf growth 96h inconclusive, LmPK inh 8%, Sm TGR block -13% and TbPYK inhibitor -6%.
C=CCn1c(SCC(=O)N2CCCC2=O)nc2sc(CC)cc2c1=O was read as HCV inh 17%, Pf growth 48h -21%, Pf growth 96h 11%, Sm TGR block 2% and TbPYK inhibitor 2%.
Cc1ccc(N2C(=O)CSC2c2cccnc2)cc1F (stereo not given) was read as HCV inh 24%, Pf growth 48h 7%, Pf growth 96h 37%[activator], LmPK inh 7%, Sm TGR block -6% and TbPYK inhibitor 11%.
`O=C1CSC(=S)N1/N=C/C=C/c1ccccc1` gave HCV inh -10%, Pf growth 48h 7%, Pf growth 96h -18%, LmPK inh 8%, Sm TGR block 16µM* and TbPYK inhibitor -8%.
For COCCn1c(SCC(=O)c2c(N)n(C3CC3)c(=O)[nH]c2=O)nnc1-c1cccc(C)c1 the results were HCV inh 5%, Pf growth 48h 8.3µM*, Pf growth 96h 8.3µM*, Sm TGR block -3% and TbPYK inhibitor 0%.
Screening C=CCn1c(C(CCCC)CC(O)COCC(C)C)n[nH]c1=S (stereo not given) returned HCV inh -5%, Pf growth 48h inconclusive, Pf growth 96h 74%[activator], LmPK inh -2% and TbPYK inhibitor inconclusive.
CCOc1ccc(Cl)cc1S(=O)(=O)n1nnc2ccccc21 was read as HCV inh 13%, Pf growth 48h -2%, LmPK inh -1%, Sm TGR block -17% and TbPYK inhibitor -7%.
`COc1cc(CN2CCN(c3ccccc3F)CC2)cc(OC)c1O` gave HCV inh -4%, Pf growth 48h 5%, Pf growth 96h 18%, LmPK inh -7%, Sm TGR block 14µM* and TbPYK inhibitor -2%.
For CC(C)(C)c1cc(C(F)(F)F)c(C#N)c(=O)[nH]1 the results were HCV inh 4%, Pf growth 48h -2%, LmPK inh 6%, Sm TGR block -6% and TbPYK inhibitor 0%.
For COc1ccc2c3n([n+]([O-])c2c1)CCN=C3c1cc(Cl)c(N)c(Cl)c1 the results were HCV inh -1%, Pf growth 48h inconclusive, Pf growth 96h inconclusive, Sm TGR block -24% and TbPYK inhibitor -12%.
`CCOc1ccc(N(CC(=O)NCc2ccc3c(c2)OCO3)C(=O)c2csnn2)cc1` gave HCV inh 3%, Pf growth 48h -10%, Pf growth 96h -10%, LmPK inh -3%, Sm TGR block -3% and TbPYK inhibitor 6%.
Screening CCc1cc(=O)oc2cc(OCC(=O)NCCN3CCOCC3)c(Cl)cc12 returned HCV inh 11%, Pf growth 48h 12%, Pf growth 96h inconclusive, LmPK inh -9%, Sm TGR block -2% and TbPYK inhibitor 1%.
Screening C/C(=C\C(=O)OCC(=O)NCc1ccccc1)C(=O)OCC(=O)NCc1ccccc1 returned HCV inh 9%, Pf growth 48h -6%, Pf growth 96h 33%[activator], LmPK inh -3%, Sm TGR block -9% and TbPYK inhibitor -7%.
CCn1cc(C(=O)NCC2CCCO2)c(=O)c2cc(S(=O)(=O)N3CCCCC3)ccc21 (stereo not given) was read as HCV inh 5%, Pf growth 48h inconclusive, Pf growth 96h -22%, LmPK inh 4%, Sm TGR block -34% and TbPYK inhibitor 5%.
`Cc1c2cnn(CC(=O)Nc3c(F)c(F)cc(F)c3F)c(=O)c2c(C)n1Cc1ccccc1F` gave HCV inh -7%, Pf growth 48h -14%, Pf growth 96h 9.3µM*, LmPK inh 1%, Sm TGR block 0% and TbPYK inhibitor 1%.
Screening CCOc1ccccc1CN1CCN(C2CCSCC2)CC1CCO (stereo not given) returned HCV inh 8%, Pf growth 48h 7%, Pf growth 96h 43%[activator], LmPK inh 4%, Sm TGR block -24% and TbPYK inhibitor -5%.
For Cc1ccc(OCCC(=O)OCC(=O)c2ccc3c(c2)NC(=O)CO3)cc1 the results were HCV inh 10%, Pf growth 48h 22%, Pf growth 96h -17%, Sm TGR block -4% and TbPYK inhibitor 1%.
`COc1cc(C(c2nnnn2C(C)(C)C)N2CCN(c3nc4ccccc4s3)CC2)ccc1O` (stereo not given) gave HCV inh 11%, Pf growth 48h -13%, Pf growth 96h 2%, LmPK inh -14%, Sm TGR block 0.35µM* and TbPYK inhibitor inconclusive.
`Cc1ccc(-c2noc(CSc3nnc(CCc4ccccc4)n3-c3ccccc3)n2)cc1` gave HCV inh inconclusive, Pf growth 48h inconclusive, LmPK inh 1%, Sm TGR block -25% and TbPYK inhibitor -20%.
For COc1ccc(Br)cc1-c1noc(-c2ccncc2)n1 the results were HCV inh inconclusive, Pf growth 48h 26%, Pf growth 96h 0%, LmPK inh -7%, Sm TGR block 5% and TbPYK inhibitor 3%.
Screening COc1ccc(OC)c(NC(=O)CC2C(=O)NCCN2C(=O)c2ccccc2)c1 (stereo not given) returned HCV inh 4%, Pf growth 48h 19%, Pf growth 96h inconclusive, LmPK inh 0%, Sm TGR block 3% and TbPYK inhibitor 0%.
COc1ccc(OCC(O)CN(C2CCCCC2)C2CCCCC2)cc1 (stereo not given) was read as HCV inh -5%, Pf growth 48h inconclusive, Pf growth 96h 5.9µM*, LmPK inh -4%, Sm TGR block 4% and TbPYK inhibitor -3%.
For CC(Sc1nnnn1C)C(=O)Nc1ccc(N2CCOCC2)cc1 (stereo not given) the results were HCV inh 17%, Pf growth 48h -4%, Pf growth 96h 4%, LmPK inh -2%, Sm TGR block 0% and TbPYK inhibitor -2%.
`O=C(COC(=O)c1ccccc1OCc1ccc(F)cc1)NCC1CCCO1` (stereo not given) gave HCV inh -2%, Pf growth 48h -25%, Pf growth 96h 3%, Sm TGR block -4% and TbPYK inhibitor 2%.
Cc1ccc(Nc2nnc(C)c(=O)[nH]2)cc1 was read as HCV inh 3%, Pf growth 48h inconclusive, Pf growth 96h 6%, LmPK inh 3%, Sm TGR block 4% and TbPYK inhibitor 1%.
Screening COC(=O)c1sc(NC(=O)c2ccco2)nc1C returned HCV inh 10%, Pf growth 48h 40%[activator], Pf growth 96h 9%, LmPK inh -26%, Sm TGR block -4% and TbPYK inhibitor -6%.
O=C(Nc1cc(Cl)ccc1-n1cncn1)c1cncc(Br)c1 was read as HCV inh -19%, Pf growth 48h inconclusive, Pf growth 96h 11%, Sm TGR block -3% and TbPYK inhibitor -2%.

Arranged by formula weight (lowest first): some entries from above
CCOc1ccc(Cl)cc1S(=O)(=O)n1nnc2ccccc21 was read as HCV inh 13%, Pf growth 48h -2%, LmPK inh -1%, Sm TGR block -17% and TbPYK inhibitor -7%.
O=C(Nc1cc(Cl)ccc1-n1cncn1)c1cncc(Br)c1 was read as HCV inh -19%, Pf growth 48h inconclusive, Pf growth 96h 11%, Sm TGR block -3% and TbPYK inhibitor -2%.
Screening COCc1cc([C@@H]2C[C@H]3CN(c4ccccc4)C(=O)[C@]34CCCN24)ccc1OC returned HCV inh 8%, Pf growth 48h 10µM*, Pf growth 96h inconclusive, LmPK inh 8%, Sm TGR block -13% and TbPYK inhibitor -6%.
Screening COc1ccc(OC)c(NC(=O)CC2C(=O)NCCN2C(=O)c2ccccc2)c1 (stereo not given) returned HCV inh 4%, Pf growth 48h 19%, Pf growth 96h inconclusive, LmPK inh 0%, Sm TGR block 3% and TbPYK inhibitor 0%.
`Cc1c2cnn(CC(=O)Nc3c(F)c(F)cc(F)c3F)c(=O)c2c(C)n1Cc1ccccc1F` gave HCV inh -7%, Pf growth 48h -14%, Pf growth 96h 9.3µM*, LmPK inh 1%, Sm TGR block 0% and TbPYK inhibitor 1%.

Later entries.
For C=CCc1cccc2cc(C(=O)Nc3ccc(F)cc3)c(=O)oc12 the results were HCV inh -4%, Pf growth 48h 6%, Pf growth 96h 0%, LmPK inh -7%, Sm TGR block -10%&1% and TbPYK inhibitor -2%&3%.
CC12NC(Cc3ccccc31)c1ccccc12 (stereo not given) was read as Pf growth 48h -14%, Pf growth 96h -21% and TbPYK inhibitor 0%.
`CC(O)CNc1nc2ccccc2n1CC(=O)NCCc1ccc(Cl)cc1` (stereo not given) gave HCV inh inconclusive, Pf growth 96h -22%, LmPK inh 0%, Sm TGR block inconclusive and TbPYK inhibitor -16%.
For CCc1ccc(C(=O)NC(CCSC)C(=O)OC)cc1 (stereo not given) the results were HCV inh -12%, Pf growth 48h inconclusive, Pf growth 96h 117%[activator], LmPK inh 7%, Sm TGR block 7% and TbPYK inhibitor 0%.
For Cc1ccc(/C=N/NC(=O)C2=NNC(c3ccccc3)(c3ccccc3)C2)c(O)c1 the results were HCV inh inconclusive, Pf growth 48h 4.1µM*, Pf growth 96h inconclusive, LmPK inh 2%, Sm TGR block -17% and TbPYK inhibitor -3%.
For Cc1cccc(C)c1OCC(=O)Nc1nnc(C2CCCO2)s1 (stereo not given) the results were HCV inh -49%, Pf growth 48h 14%, Pf growth 96h 5%, LmPK inh -1%, Sm TGR block -7% and TbPYK inhibitor 0%.
For Cc1nc2ccccc2n1S(=O)(=O)c1ccc(Br)cc1 the results were HCV inh -6%, Pf growth 48h -3%, Pf growth 96h -25%, LmPK inh 6%, Sm TGR block 2% and TbPYK inhibitor 3%.
For COc1cc(NC(=O)CN2CCN(S(=O)(=O)c3ccc(C(C)C)cc3)CC2)cc(OC)c1 the results were HCV inh 14%, Pf growth 48h inconclusive, Pf growth 96h 31%[activator], LmPK inh 0%, Sm TGR block 5% and TbPYK inhibitor 8%.
For Cc1nn(-c2ccccc2)c(N2CCCC2)c1/C=N/NC(=S)Nc1ccccc1F the results were HCV inh inconclusive, Pf growth 48h 10µM*, Pf growth 96h inconclusive, LmPK inh 2%, Sm TGR block -2% and TbPYK inhibitor -13%.
CCOc1ccccc1NC(=O)c1cccc2ccccc12 was read as HCV inh inconclusive, Pf growth 48h 17%, Pf growth 96h inconclusive, LmPK inh 0%, Sm TGR block 5% and TbPYK inhibitor -5%.
For CCOc1cc2c3c(c1)C1(C(=O)N3C(C)(C)CC2C)C(C#N)=C(N)N2C(=C1C#N)Nc1ccccc12 (stereo not given) the results were HCV inh inconclusive, Pf growth 48h 3.3µM*, Pf growth 96h inconclusive, LmPK inh 1%, Sm TGR block -2% and TbPYK inhibitor -1%.
CC1=CC(C)C(CN(CCC[N+](C)(C)C)C(=O)Nc2ccccc2)C(C)C1 (stereo not given) was read as HCV inh 29%, Pf growth 48h inconclusive, Pf growth 96h 12µM*, LmPK inh -8%, Sm TGR block 3% and TbPYK inhibitor -7%.
